# SV40 large T antigen: SV40 large T antigen inhibitors, biochemical (AID 1903); SV40 large T antigen ATPase/helicase inhibition assay; higher % means a stronger effect; inhibition, % at 20 µM; hits with a dose series show IC50 in µM; 310,000 tested, 0.39% active; in the data active means a potency from the dose series; inconclusive means inhibition mostly from about 32% at the one dose, without a potency; inactive means the rest, 99 in 100 with inhibition below about 32%; further: strong numbers were not always called active
# NS5 inhibitors: flavivirus cap methylation enzyme inhibition – biochemical, confirmation dose response, primary screen (AID 588689); Dengue-2 NS5 methyltransferase capping enzyme assay, biochemical; higher % means a stronger effect; one-dose inhibition, % at 25 µM; IC50 in µM for titrated hits; 340,000 tested, 0.3% active; in the data active means a potency from the dose series; inconclusive means inhibition above about 29% without an active follow-up result
# MgcRacGAP inhibition: MgcRacGAP GTPase-activating activity inhibitors, confirmation, biochemical, ADP Hunter fluorescence; MgcRacGAP-stimulated Rac1 GTP hydrolysis, ADP Hunter fluorescence; higher % means a stronger effect; GST-tagged Rac1 F28L mutant substrate; inhibition, % at 30 µM, or IC50 in µM where a hit was titrated; 340,000 tested, 0.6% active;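 active means first-screen hits whose inhibition reached a set limit at any dose in the follow-up dose series; inconclusive means inhibition above the set first-screen limit but never retested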;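 further: fluorescence reports GDP produced by GAP-driven GTP hydrolysis; strong numbers were not always called active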
# LYP phosphatase: inhibitors of LYP phosphatase, biochemical, fluorescence intensity, uHTS (AID 1779). recombinant LYP phosphatase, fluorescence intensity; higher % means a stronger effect. inhibition, % at 11.5 µM; hits with a dose series show IC50 in µM. 290,000 tested, 0.054% active; in the data active means inhibition above about 50%;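 further: plate controls were vehicle with enzyme for no effect and no enzyme for full effect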
# HIV peptide binding: cell-free HIV fusion peptide-binding blockers – biochemical, uHTS, fluorescence dequenching, primary screen (AID 1986). cell-free peptide binding, fluorescence dequenching, 30 min; higher % means a stronger effect. one-dose inhibition, % at 20 µM; IC50 in µM for titrated hits. 290,000 tested, 0.3% active; in the data active means inhibition mostly above about 52%, no sharp cut-off; inactive means mostly below about 76%; further: some results filed as inactive read as strong as hits
# XIAP antagonists: small molecules displacing peptide from XIAP – biochemical, IAP family, fluorescence polarization (AID 1018); XIAP BIR domain, fluorescence polarization peptide displacement; higher % means a stronger effect; displacement, % at 20 µM; hits with a dose series show IC50 in µM; 200,000 tested, 0.007% active; in the data active means displacement above about 50%; further: a part of the inactive calls stands beside numbers as strong as those of hits
# AID2073: disruptors of CaV2.2 binding to Mint1 – biochemical, HTRF (AID 2073); 290,000 tested, 0.19% active; HTRF protein-protein interaction, Mint1-CaV2.2; higher % means a stronger effect; inhibition, % at 20 µM, or IC50 in µM where a hit was titrated; in the data active means inhibition mostly above about 51%, no sharp cut-off; inconclusive means no clear call, values can overlap the other calls; inactive means mostly below about 53%; further: some results filed as inactive read as strong as hits
# Siah-1 displacement: Siah-1 peptide-binding antagonists, primary screen, biochemical, fluorescence polarization, rhodamine-plectin, uHTS (AID 1817) | Siah-1 / rhodamine-plectin peptide fluorescence polarization; higher % means a stronger effect | one-dose displacement, % at 20 µM; IC50 in µM for titrated hits | 290,000 tested, 0.02% active;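 active means displacement of at least 50% at 20 µM, with a fluorescence ratio check between 0.3 and a set limit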;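 further: plate controls were Siah plus tracer with DMSO for no effect and tracer alone without Siah for full effect; strong numbers were not always called active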
# RSV antiviral HEp-2: inhibition of RSV-induced cytopathic effect – HEp-2 cells, primary 10 µM value included (AID 2391) | 310,000 tested, 0.13% active | HEp-2 cells, RSV-induced CPE inhibition; higher % means a stronger effect | CPE inhibition, % at 10 µM, or IC50 in µM where a hit was titrated; in the data active means a potency from the dose series; inconclusive means CPE inhibition mostly from about 23% at the one dose, without a potency; inactive means the rest, 99 in 100 with CPE inhibition below about 21%; further: strong numbers were not always called active
# An asterisk follows results filed as active; ? = inconclusive; nt = not tested or not shown. An unsorted share of the library; 1.7% or so of the library scored in one or more.
# A first look, 2 compounds:
SMILES,SV40 large T antigen,NS5 inhibitors,MgcRacGAP inhibition,LYP phosphatase,HIV peptide binding,XIAP antagonists,AID2073,Siah-1 displacement,RSV antiviral HEp-2
CN(NC1OC(=O)c2ccccc21)c1ncc(Cl)cc1C(F)(F)F (stereo not drawn),1.1%,nt,nt,-5.6%,5.3%,nt,2.8%,-0.8%,11.8%
O=C1C(C=NC2CC2)=C(O)c2ccccc21,9.2%,-4.8%,7.6%,-0.3%,0.2%,-4.7%,-5.1%,-1.8%,0.5%

# Main list, previewed entries included:
SMILES,SV40 large T antigen,NS5 inhibitors,MgcRacGAP inhibition,LYP phosphatase,HIV peptide binding,XIAP antagonists,AID2073,Siah-1 displacement,RSV antiviral HEp-2
CN(NC1OC(=O)c2ccccc21)c1ncc(Cl)cc1C(F)(F)F (stereo not drawn),1.1%,nt,nt,-5.6%,5.3%,nt,2.8%,-0.8%,11.8%
O=C1C(C=NC2CC2)=C(O)c2ccccc21,9.2%,-4.8%,7.6%,-0.3%,0.2%,-4.7%,-5.1%,-1.8%,0.5%
C[C@@H](NC(=O)c1nc[nH]c1C(=O)N[C@@H](Cc1ccccc1)C(=O)OCc1ccccc1)c1ccccc1,5.8%,0.8%,0.4%,13.3%,0.1%,-1.0%,5.8%,1.8%,1.1%
COCCn1c(C)cc2c(c1=O)C(c1ccco1)C(C#N)=C(N)O2 (stereo not drawn),-1.6%,-0.8%,4.4%,-0.2%,0.4%,-0.8%,16.2%,-3.1%,0.6%
CC1Cc2ccccc2N1C(=O)CN1CCC(n2nnc3cc(C(F)(F)F)ccc32)CC1 (stereo not drawn),0.7%,-9.6%,11.6%,-9.4%,-1.8%,0.7%,14.4%,-5.6%,10.6%
CN1CCN(CCn2c(=S)[nH]c3ccccc3c2=O)CC1,1.1%,-3.3%,nt,-4.7%,1.6%,nt,-26.7%,5.1%,0.2%
COc1ccc(CNCc2ccc3ccccc3c2)c(OC)c1,7.3%,-5.8%,28.9%,0.1%,1.7%,nt,18.0%,3.8%,15.2%
CC1CN(C(NC(=O)c2ccccc2)C(Cl)(Cl)Cl)CC(C)O1 (stereo not drawn),15.4%,-7.6%,8.2%,-5.2%,5.6%,-4.7%,41.3%,-0.9%,nt
c1ccn2cc(-c3ccc4c(c3)OCCO4)nc2c1,13.5%,0.8%,6.9%,-12.2%,-2.5%,-5.8%,13.9%,7.2%,0.9%
CCCCC(=O)Nc1c(-c2ccc(OC)c(OC)c2)c(=O)c2ccccc2n1C,0.7%,1.6%,5.0%,-6.1%,-0.5%,nt,8.5%,-3.2%,0.3%
N#CC1=C(N)Oc2cc(O)ccc2C1c1cccnc1 (stereo not drawn),17.6%,-14.0%,5.8%,-6.3%,2.7%,-4.4%,14.4%,6.2%,0.0%
COc1ccccc1N(C(=O)c1ccco1)C(C(=O)NC1CCCCC1)c1cc(OC)c(OC)c(OC)c1 (stereo not drawn),4.4%,-6.7%,7.6%,-3.8%,1.1%,nt,-4.8%,1.1%,2.8%
CCC(=O)NCCc1cc2ccc(C)c(C)c2[nH]c1=O,1.7%,-4.2%,5.6%,1.7%,3.2%,-4.6%,7.1%,-2.6%,2.6%
Fc1ccc(COc2ccc(-c3nnco3)cc2)c(Cl)c1,0.7%,4.1%,6.1%,-7.3%,-1.4%,nt,-4.4%,-1.6%,4.8%
CCOC(=O)c1ccc(NC(=O)c2c(Cl)cc(C)nc2C)cc1,4.2%,1.2%,2.5%,-11.3%,3.1%,nt,-1.2%,9.2%,3.4%
CC(NC(=O)Cc1cccs1)C(c1cccs1)N1CCOCC1 (stereo not drawn),3.1%,-5.5%,4.0%,0.7%,0.1%,-0.9%,7.2%,4.3%,0.1%
CCOc1ccc(NC(=O)CCN2C(=S)NC(C)(C)CC2C)cc1 (stereo not drawn),24.4%,-6.1%,8.7%,2.3%,-1.5%,-3.7%,-6.5%,3.5%,2.0%
C=CCOc1ccc(C(=O)/C=C2/C(=O)Nc3ccccc32)cc1,7.5%,-10.4%,10.6%,-4.7%,-0.4%,nt,17.9%,1.2%,2.1%
Cn1c(Cc2ccccc2)nnc1SCC(=O)c1ccc(Br)s1,15.0%,-9.6%,10.0%,3.4%,0.1%,-9.8%,-5.6%,2.3%,-0.5%
Cc1ccc(-c2csc(N(C)C(=O)c3c(C)nn(-c4ccccc4)c3Cl)n2)cc1,-3.1%,-1.4%,5.1%,-8.2%,0.0%,-6.8%,3.1%,0.6%,-0.8%
CC(C)N=C1NN=C(c2ccc(Cl)c(Cl)c2)CS1,13.8%,nt,nt,2.6%,7.7%,-2.4%,12.2%,-3.5%,nt
Cc1ccc(-n2cc(CNCCc3ncc(C)[nH]3)c(-c3ccc(F)cc3)n2)cc1,3.6%,nt,-1.0%,-10.0%,-0.5%,-6.1%,-5.3%,-6.9%,-1.3%
CCCCC(c1nnnn1CS(=O)(=O)c1ccc(C)cc1)N1CCN(c2ccccc2)CC1 (stereo not drawn),5.6%,3.2%,6.2%,9.3%,-0.6%,-3.6%,4.6%,0.4%,4.1%
C=CCn1c(SCn2nnc3ccccc3c2=O)nnc1-c1ccc(Br)cc1,15.8%,1.4%,5.2%,-4.4%,-2.7%,-4.4%,-4.7%,-0.9%,2.6%
O=C(Nc1cc(=O)[nH]c2ncnn12)c1ccc(Cl)cc1Cl,5.8%,2.7%,6.1%,1.6%,1.1%,-4.2%,5.5%,0.1%,0.1%
CN(C)C(=O)Nc1ccc(F)cc1F,8.3%,-5.2%,0.6%,-1.0%,0.9%,-10.6%,6.1%,-3.1%,1.3%
COc1cccc(/C=C2/CN(C)CC3=C2OC(N)=C(C#N)C3c2cccc(OC)c2)c1 (stereo not drawn),13.1%,-31.8%,-7.5%,2.5%,10.2%,-5.9%,1.4%,13.5%,4.5%
Cc1ccc(C(=O)/C=C/c2ccccc2[N+](=O)[O-])cc1,10.8%,-14.1%,1.0%,0.2%,-1.0%,-1.3%,4.2%,5.0%,10.7%
CC12COC3(C(=O)Nc4ccc(Cl)cn4)CC1CCC32C (stereo not drawn),14.2%,-3.1%,2.1%,4.9%,0.1%,-3.4%,1.0%,-2.3%,6.0%
CC1(C)Oc2ccc(C(=O)N3CCOCC3)cc2N(CC(=O)Nc2ccccc2)C1=O,-3.0%,-0.8%,5.5%,-2.3%,2.6%,-1.9%,-3.5%,0.9%,-0.2%
COc1ccc(C(C(O)C(=O)c2c[nH]c3ccccc23)N2CCN(c3ccccc3)CC2)cc1 (stereo not drawn),0.8%,0.8%,13.2%,6.5%,-1.3%,-1.2%,19.0%,2.0%,21.2%
Cc1csc(NC(=O)CCc2c(C)nc3cc(-c4ccc(Cl)cc4)nn3c2C)n1,4.7%,0.0%,11.8%,-0.8%,-0.9%,-0.5%,11.1%,8.3%,0.1%
CC(C)OCCCNC(=O)C1CCC(CNS(=O)(=O)c2cccc3nsnc23)CC1 (stereo not drawn),nt,-2.8%,8.7%,-9.7%,0.8%,nt,9.8%,5.9%,1.5%
Cc1[nH]c(=O)[nH]c(=O)c1S(=O)(=O)N1CCN(c2ccccc2)CC1,6.4%,-3.5%,10.9%,-12.8%,2.2%,nt,-1.3%,2.5%,0.5%
Cc1c(NS(=O)(=O)c2ccccc2F)c(=O)n(-c2ccccc2)n1C,3.6%,-2.8%,nt,-10.3%,0.8%,nt,21.7%,0.4%,-0.6%
COc1ccc(CCNC(=O)c2cc(=O)[nH]c3ccc(Br)cc23)cc1OC,-0.8%,nt,-2.0%,-0.7%,-1.2%,1.9%,0.4%,-0.4%,4.2%
CCc1noc(C)c1C(=O)Nc1ccc(S(=O)(=O)N2CCC(C)CC2)cc1,17.5%,0.0%,2.8%,nt,nt,nt,nt,nt,44.5%
COC(=O)CCC(=O)OC1(C)C(=O)C2=CN(Cc3ccc4c(c3)OCO4)C(c3ccc(OC)cc3)=CC2=C(Br)C1=O (stereo not drawn),17.5%,?,8.9%,nt,nt,nt,nt,nt,-0.2%
CC(=O)OC(c1nc2ccccc2c(=O)n1C1CC2(OC1=O)c1ccccc1N1C(=O)C(C)(C)N(O)C12)C(C)C (stereo not drawn),17.9%,2.9%,8.9%,-2.3%,4.3%,nt,7.8%,10.0%,3.5%
Cc1ccc(CN2CCN(CC3CC4C=CC3C4)CC2)cc1 (stereo not drawn),15.7%,-7.0%,113µM*,-0.6%,2.9%,-2.3%,1.1%,8.7%,-2.4%
O=C(NCC(=O)N(c1ccc2c(c1)OCO2)C(C(=O)NC1CCCC1)c1ccncc1)c1ccco1 (stereo not drawn),14.8%,7.2%,7.3%,-6.3%,-1.6%,1.2%,-2.1%,0.9%,-0.1%
O=C(O)CSCC(=O)N1CCc2c([nH]c3ccccc23)C1C(F)(F)F (stereo not drawn),0.9%,5.2%,2.8%,-4.1%,-0.4%,nt,8.2%,1.6%,0.5%
COc1ccc(C)cc1NC(=O)NC(C)c1ccc2c(c1)OCO2 (stereo not drawn),1.0%,-1.9%,-2.4%,-4.6%,-1.9%,nt,6.7%,-1.1%,1.9%
CCOc1ccc(NC(=O)CN(C)C(=O)c2ccccc2OCc2c(C)noc2C)cc1OCC,7.2%,-3.6%,4.4%,nt,nt,nt,nt,nt,-1.4%
CN(C)C(CNC(=O)c1ccc(NS(=O)(=O)c2ccc3[nH]c(=O)[nH]c3c2)cc1)c1ccccc1 (stereo not drawn),1.2%,1.5%,5.6%,nt,nt,nt,nt,nt,-1.1%
CCOc1cccc(NC(=O)C2CCCN(S(=O)(=O)c3ccc(OC)cc3)C2)c1 (stereo not drawn),9.1%,-8.8%,5.0%,0.0%,-1.0%,-5.8%,2.6%,-1.4%,2.2%
COc1cc(=O)[nH]c(=O)n1CC(=O)c1ccccc1,5.7%,4.7%,2.2%,-1.8%,-0.1%,-3.1%,10.8%,1.5%,3.3%
C(=N\Nc1nc2ccccc2[nH]1)/c1ccc2ncccc2c1,14.9%,4.7%,12.6%,-15.6%,-3.6%,nt,-10.1%,-1.9%,38.8%
Cc1ccc2oc3c(c(=O)c2c1)C(c1cccs1)N(CCCN(C)C)C3=O (stereo not drawn),15.8%,-2.1%,4.0%,-1.8%,0.9%,-2.7%,-0.4%,-6.1%,1.4%
CN1C(=O)c2cccc(NC(=O)Cc3ccccc3)c2C1=O,2.9%,-4.2%,0.0%,-5.4%,-1.9%,-0.6%,-3.6%,-0.3%,-0.3%
COc1cc(Br)c(S(=O)(=O)Nc2c(C)n(C)n(-c3ccccc3)c2=O)cc1OC,10.6%,-5.5%,4.9%,-6.5%,1.0%,-3.9%,9.4%,-1.0%,2.4%

# Entries of single compounds, looked up by structure:
# COc1cc(=O)[nH]c(=O)n1CC(=O)c1ccccc1 across the screens: SV40 large T antigen = 5.7%; NS5 inhibitors = 4.7%; MgcRacGAP inhibition = 2.2%; LYP phosphatase = -1.8%; HIV peptide binding = -0.1%; XIAP antagonists = -3.1%; AID2073 = 10.8%; Siah-1 displacement = 1.5%; RSV antiviral HEp-2 = 3.3%
# Cc1ccc2oc3c(c(=O)c2c1)C(c1cccs1)N(CCCN(C)C)C3=O (stereo not drawn) across the screens: SV40 large T antigen = 15.8%; NS5 inhibitors = -2.1%; MgcRacGAP inhibition = 4.0%; LYP phosphatase = -1.8%; HIV peptide binding = 0.9%; XIAP antagonists = -2.7%; AID2073 = -0.4%; Siah-1 displacement = -6.1%; RSV antiviral HEp-2 = 1.4%
